Assay outcomes from PubChem.
BioA inh = M. tuberculosis BioA enzyme inhibitors, primary screen, biochemical, plate reader, single point, HTS; 7,8-diaminopelargonic acid synthase BioA (Mycobacterium tuberculosis); purified M. tuberculosis BioA enzyme; inhibition, % at 9.99 µM; 360,000 compounds, 0.096% hits; in the data active means inhibition above about 40%
* = called active by the depositor. Some of the compounds tested; the hit share may differ from the screen's.

SMILES	BioA inh
CC(=O)N(C)C[C@H]1Oc2ncc(-c3cccnc3)cc2C(=O)N([C@H](C)CO)C[C@@H]1C	-1.1
CNC[C@@H]1Oc2c(NS(=O)(=O)c3cn(C)cn3)cccc2C(=O)N([C@@H](C)CO)C[C@H]1C	-1.2
C[C@H]1CN([C@@H](C)CO)C(=O)c2cccc(NS(=O)(=O)c3cccs3)c2O[C@H]1CN(C)C(=O)NC1CCCCC1	-1.3
CCC(=O)N1[C@@H]2c3cccc(=O)n3C[C@@H]2[C@@H](CO)[C@@H]1C(=O)N1CCc2ccccc2C1	1.1
CO[C@@H]1CN(C)C(=O)c2ccc(NC(=O)c3cnccn3)cc2OC[C@H](C)NC[C@H]1C	0.4
C[C@H]1CN([C@@H](C)CO)C(=O)c2cc(NC(=O)Cc3ccccc3)ccc2O[C@@H]1CN(C)Cc1ccccc1	1.5
O=C(C[C@H]1C[C@@H]2c3cc(NC(=O)c4ccc5c(c4)OCO5)ccc3O[C@@H]2[C@H](CO)O1)NCC1CC1	-1.5
C[C@@H]1CN([C@H](C)CO)C(=O)c2cc(NC(=O)Nc3ccc4c(c3)OCO4)ccc2O[C@@H](C)CCCCO[C@H]1CN(C)S(=O)(=O)c1ccc(Cl)cc1	-1.1
CC(C)NC(=O)N(C)C[C@H]1Oc2cc(Br)ccc2S(=O)(=O)N([C@@H](C)CO)C[C@H]1C	-1.3
C[C@H](O)C#Cc1cnc2c(c1)C(=O)N([C@@H](C)CO)C[C@@H](C)[C@H](CN(C)Cc1ccc(-c3ccccc3)cc1)O2	-0.1
Cc1ccccc1S(=O)(=O)NCC[C@@H]1CC[C@@H](NC(=O)C2CCCCC2)[C@H](CO)O1	-2.4
COc1ccc(S(=O)(=O)Nc2ccc3c(c2)C(=O)N([C@@H](C)CO)C[C@H](C)[C@@H](CN(C)S(=O)(=O)c2ccccc2)O3)cc1	-2.1
O=C(C[C@H]1CC[C@H]2[C@@H](COC[C@H](O)CN2C(=O)c2ccncc2)O1)NC1CCC1	-2.8
CC(C)CC#Cc1cnc2c(c1)C(=O)N([C@@H](C)CO)C[C@@H](C)[C@H](CN(C)C(=O)c1ccccc1)O2	2.7
C[C@H]1CN([C@@H](C)CO)C(=O)Cc2cc(NS(=O)(=O)c3ccc(F)cc3)ccc2O[C@H]1CN(C)Cc1ccc(Oc2ccccc2)cc1	-3.6
C[C@@H]1CN([C@@H](C)CO)S(=O)(=O)c2ccc(C#Cc3cccnc3)cc2O[C@@H]1CN(C)C	1.3
C/C=C/c1ccc([C@H]2[C@@H](CNC(C)=O)N(C(=O)Cc3ccncc3)[C@H]2CO)cc1	-10.8
C[C@H]1CN([C@@H](C)CO)C(=O)c2cccc(NS(=O)(=O)c3cccs3)c2O[C@@H]1CN(C)C(=O)Nc1ccc2c(c1)OCO2	0.9
CCC(=O)N(C)C[C@H]1Oc2cc(C#CC(C)(C)O)ccc2S(=O)(=O)N([C@H](C)CO)C[C@@H]1C	-0.3
CNC(=O)C[C@@H]1CC[C@H]2[C@H](COc3ccc(NS(=O)(=O)c4cccc(F)c4)cc3C(=O)N2C)O1	-0.1
C[C@@H]1CN([C@@H](C)CO)C(=O)Cc2cc(NC(=O)CCC(F)(F)F)ccc2O[C@H]1CN(C)Cc1ccc(-c2ccccc2)cc1	-1.2
O=C(C[C@H]1CC[C@@H]2[C@H](COC[C@@H](O)CN2C(=O)Cc2ccccc2)O1)NC1Cc2ccccc2C1	0.4
COc1ccc(S(=O)(=O)N(C)C[C@@H]2OCCCC[C@@H](C)Oc3ccc(NC(=O)c4ccncc4)cc3C(=O)N([C@@H](C)CO)C[C@@H]2C)cc1	-2.1
Cc1noc(C)c1NC(=O)Nc1ccc2c(c1)CC(=O)N([C@@H](C)CO)C[C@@H](C)[C@H](CN(C)S(=O)(=O)c1c(C)noc1C)O2	-1.2
CO[C@@H]1CN(C)C(=O)c2ccc(NC(=O)c3cnccn3)cc2OC[C@H](C)N(CCc2ccccc2)C[C@H]1C	-2.8
C[C@H]1CN([C@@H](C)CO)C(=O)c2cccc(NS(=O)(=O)c3cn(C)cn3)c2O[C@H]1CN(C)C	-1.1
C[C@@H]1CCCCO[C@H](CN(C)C(=O)Cc2ccccc2)[C@H](C)CN([C@@H](C)CO)C(=O)c2cc(NC(=O)Nc3ccc4c(c3)OCO4)ccc2O1	-1.6
C[C@H]1CN([C@@H](C)CO)C(=O)Cc2cc(NC(=O)CCC(F)(F)F)ccc2O[C@@H]1CN(C)Cc1ccc(-c2ccccc2)cc1	-1.9
COCC(=O)N1[C@@H]2Cn3c(ccc(C4=CCCC4)c3=O)[C@H]1[C@@H](C(=O)OC)[C@@H]2CO	-2.3
CN(C)C(=O)C[C@@H]1C[C@@H]2c3cc(NC(=O)Nc4ccccc4)ccc3O[C@@H]2[C@@H](CO)O1	1.1
Cc1noc(C)c1NC(=O)N1C[C@H](O)COC[C@@H]2O[C@@H](CC(=O)NCC3CC3)CC[C@H]21	1.1
O=C(NCC[C@@H]1CC[C@@H](NS(=O)(=O)c2ccc(Cl)cc2)[C@H](CO)O1)c1ccc2c(c1)OCO2	5.8
C[C@@H]1CN([C@H](C)CO)C(=O)c2cccc(NC(=O)c3cnccn3)c2O[C@H]1CN(C)S(=O)(=O)c1ccc(Cl)cc1	-2.6
C[C@@H]1CN([C@@H](C)CO)C(=O)c2cc(-c3cccnc3)cnc2O[C@@H]1CN(C)C(=O)C1CCOCC1	-2.0
O=C(C[C@@H]1CC[C@@H]2[C@H](COC[C@@H](O)CN2Cc2ccccc2F)O1)NC1CCC1	0.7
CO[C@@H]1CN(C)C(=O)c2ccc(NC(=O)c3nc4ccccc4s3)cc2OC[C@@H](C)NC[C@@H]1C	0.2
COc1ccc(NC(=O)Nc2ccc3c(c2)C(=O)N([C@H](C)CO)C[C@H](C)[C@H](CN(C)S(=O)(=O)c2cccs2)OCCCC[C@H](C)O3)cc1	-0.3
C[C@@H]1CN([C@H](C)CO)C(=O)c2cccc(NS(=O)(=O)c3ccc(F)cc3)c2O[C@H]1CN(C)CC1CC1	3.2
O=C(C[C@@H]1CC[C@H]2[C@@H](COC[C@H](O)CN2Cc2cccc(C(F)(F)F)c2)O1)NCCc1ccncc1	0.0
C[C@@H]1CN([C@@H](C)CO)C(=O)c2cc(NC(=O)C3CC3)ccc2O[C@@H]1CN(C)Cc1ccccc1	0.9

12 neighbouring records from above, quoted:
SMILES	BioA inh
COc1ccc(S(=O)(=O)N(C)C[C@@H]2OCCCC[C@@H](C)Oc3ccc(NC(=O)c4ccncc4)cc3C(=O)N([C@@H](C)CO)C[C@@H]2C)cc1	-2.1
Cc1noc(C)c1NC(=O)Nc1ccc2c(c1)CC(=O)N([C@@H](C)CO)C[C@@H](C)[C@H](CN(C)S(=O)(=O)c1c(C)noc1C)O2	-1.2
CO[C@@H]1CN(C)C(=O)c2ccc(NC(=O)c3cnccn3)cc2OC[C@H](C)N(CCc2ccccc2)C[C@H]1C	-2.8
C[C@H]1CN([C@@H](C)CO)C(=O)c2cccc(NS(=O)(=O)c3cn(C)cn3)c2O[C@H]1CN(C)C	-1.1
C[C@@H]1CCCCO[C@H](CN(C)C(=O)Cc2ccccc2)[C@H](C)CN([C@@H](C)CO)C(=O)c2cc(NC(=O)Nc3ccc4c(c3)OCO4)ccc2O1	-1.6
C[C@H]1CN([C@@H](C)CO)C(=O)Cc2cc(NC(=O)CCC(F)(F)F)ccc2O[C@@H]1CN(C)Cc1ccc(-c2ccccc2)cc1	-1.9
COCC(=O)N1[C@@H]2Cn3c(ccc(C4=CCCC4)c3=O)[C@H]1[C@@H](C(=O)OC)[C@@H]2CO	-2.3
CN(C)C(=O)C[C@@H]1C[C@@H]2c3cc(NC(=O)Nc4ccccc4)ccc3O[C@@H]2[C@@H](CO)O1	1.1
Cc1noc(C)c1NC(=O)N1C[C@H](O)COC[C@@H]2O[C@@H](CC(=O)NCC3CC3)CC[C@H]21	1.1
O=C(NCC[C@@H]1CC[C@@H](NS(=O)(=O)c2ccc(Cl)cc2)[C@H](CO)O1)c1ccc2c(c1)OCO2	5.8
C[C@@H]1CN([C@H](C)CO)C(=O)c2cccc(NC(=O)c3cnccn3)c2O[C@H]1CN(C)S(=O)(=O)c1ccc(Cl)cc1	-2.6
C[C@@H]1CN([C@@H](C)CO)C(=O)c2cc(-c3cccnc3)cnc2O[C@@H]1CN(C)C(=O)C1CCOCC1	-2.0

(listing goes on)
SMILES	BioA inh
C[C@@H]1CN([C@@H](C)CO)C(=O)Cc2cc(NC(=O)C3CCCCC3)ccc2O[C@@H]1CN(C)C	3.9
C[C@H](CO)N1C[C@H](C)[C@H](CN(C)S(=O)(=O)c2ccccc2)Oc2ccc(NC(=O)Nc3ccccc3)cc2C1=O	3.4
COc1cccc(C(=O)Nc2ccc3c(c2)C(=O)N(C)[C@@H]2CC[C@H](CC(=O)N[C@@H](C)c4ccccc4)O[C@@H]2CO3)c1	-0.3
O=C(C[C@@H]1CC[C@@H]2[C@H](COC[C@@H](O)CN2Cc2cccc(C(F)(F)F)c2)O1)NCCc1ccncc1	-2.5
C[C@@H]1CN([C@@H](C)CO)S(=O)(=O)c2ccc(C#C[C@@H](C)O)cc2O[C@H]1CN(C)CC1CCOCC1	-2.8
C[C@H](CO)N1C[C@H](C)[C@@H](CN(C)CC2CCCCC2)Oc2ccc(NC(=O)c3ccncc3)cc2CC1=O	4.6
CO[C@@H]1CN(C)C(=O)c2cc(NC(=O)c3cccc(F)c3)ccc2OC[C@H](C)N(C)C[C@@H]1C	0.6
COc1ccc(NC(=O)N(C)C[C@@H]2Oc3ccc(NC(=O)Nc4ccccc4)cc3CC(=O)N([C@H](C)CO)C[C@H]2C)cc1	4.3
C[C@H](CO)N1C[C@H](C)[C@@H](CN(C)Cc2ccncc2)Oc2c(NC(=O)c3ccc(-c4nccs4)cc3)cccc2C1=O	2.5
Cc1noc(C)c1NC(=O)N1C[C@H](O)COC[C@@H]2O[C@H](CC(=O)NCC3CCCCC3)CC[C@H]21	-0.1
O=C(C[C@H]1CC[C@@H]2[C@H](COC[C@H](O)CN2C(=O)c2ccc(F)cc2)O1)NCCCN1CCOCC1	-0.3
Cc1noc(C)c1NC(=O)N(C)C[C@@H]1Oc2ccc(NC(=O)Nc3ccccc3)cc2CC(=O)N([C@H](C)CO)C[C@H]1C	1.7
CCN1[C@H](C(=O)NCC2CC2)[C@@H](CO)[C@@H]2Cn3c(ccc(-c4ccccc4OC)c3=O)[C@@H]21	-1.8
CN1CCN(C(=O)C[C@@H]2CC[C@H]3[C@@H](COC[C@H](O)CN3Cc3ccc(Oc4ccccc4)cc3)O2)CC1	0.0
CN1C(=O)c2cc(NC(=O)Cc3cccs3)ccc2OC[C@H]2O[C@H](CC(=O)O)CC[C@H]21	-1.7
CCC(=O)N1C[C@H](C)[C@@H](OC)CN(C)C(=O)c2cc(NC(=O)Nc3ccccc3)ccc2OC[C@@H]1C	-2.3
C[C@H]1CN([C@@H](C)CO)S(=O)(=O)c2ccc(C#CC3(O)CCCC3)cc2O[C@H]1CN(C)C(=O)c1ccncc1	1.1
COCC#Cc1ccc2c(c1)O[C@H](CN(C)S(=O)(=O)c1cccc(F)c1)[C@H](C)CN([C@@H](C)CO)S2(=O)=O	17.1
CO[C@@H]1CN(C)C(=O)c2cc(NC(=O)Nc3c(C)noc3C)ccc2OC[C@H](C)N(CCC(F)(F)F)C[C@@H]1C	3.8
CCC(=O)N(C)C[C@@H]1Oc2ncc(C#CC3(O)CCCC3)cc2C(=O)N([C@H](C)CO)C[C@H]1C	-3.9
CCC(=O)N1C[C@H](C)[C@@H](OC)CN(C)C(=O)c2ccc(NC(=O)Nc3cccc(F)c3)cc2OC[C@@H]1C	-0.8
COCC(=O)Nc1ccc2c(c1)OC[C@@H](C)N(C(=O)C1CCCC1)C[C@@H](C)[C@H](OC)CN(C)C2=O	-2.1
OC[C@@H]1Nc2ccc(-c3ccc(F)cc3)cc2[C@@H]2[C@H]1CCN2Cc1ccc(F)cc1	35.0
COc1ccc(S(=O)(=O)Nc2cccc3c2O[C@@H](CN(C)Cc2ccc(Oc4ccccc4)cc2)[C@@H](C)CN([C@H](C)CO)C3=O)cc1	-1.4
C[C@H](O)C#Cc1cnc2c(c1)C(=O)N([C@H](C)CO)C[C@@H](C)[C@H](CN(C)C(=O)c1ccc(F)cc1)O2	0.0
C[C@@H]1CCCCO[C@@H](CN(C)S(=O)(=O)c2cn(C)cn2)[C@@H](C)CN([C@@H](C)CO)C(=O)c2cc(NS(=O)(=O)c3ccc(Cl)cc3)ccc2O1	-1.3
COc1ccc(CN(C)C[C@H]2Oc3ccc(NC(=O)C4CCCCC4)cc3C(=O)N([C@H](C)CO)C[C@H]2C)cc1	-0.1
Cc1cccc(S(=O)(=O)N(C)C[C@@H]2OCc3cn(nn3)CCCC(=O)N([C@H](C)CO)C[C@@H]2C)c1	0.3
C[C@@H]1CN([C@@H](C)CO)C(=O)c2cc(NC(=O)C3CC3)ccc2O[C@H]1CN(C)Cc1ccc2c(c1)OCO2	-5.0
Cc1ccc(S(=O)(=O)N[C@H]2C=C[C@@H](CC(=O)NCCCN(C)C)O[C@H]2CO)cc1	4.2
C[C@H]1CN([C@@H](C)CO)C(=O)c2cccc(NC(=O)c3cnccn3)c2O[C@@H]1CN(C)Cc1ccc(C(=O)Nc2ccccc2N)cc1	31.6
COc1ccc(-c2cnc3c(c2)C(=O)N([C@@H](C)CO)C[C@H](C)[C@@H](CN(C)Cc2ccccn2)O3)cc1	3.7
C[C@H]1CN([C@@H](C)CO)C(=O)c2cc(NC(=O)c3ccncc3)ccc2O[C@@H]1CN(C)C(=O)Nc1cccc2ccccc12	3.2
CCCN(C)C[C@H]1OCCCC[C@@H](C)Oc2ccc(NC(=O)CCCN(C)C)cc2C(=O)N([C@H](C)CO)C[C@@H]1C	0.5
CC(C)NC(=O)Nc1ccc2c(c1)C(=O)N([C@@H](C)CO)C[C@@H](C)[C@@H](CN(C)CC1CCCCC1)O2	-2.5
COc1cccc(C(=O)Nc2ccc3c(c2)C(=O)N(C)C[C@@H](OC)[C@H](C)CN(C(=O)C2CCCC2)[C@@H](C)CO3)c1	-0.4
C[C@H]1CN([C@@H](C)CO)C(=O)c2cc(/C=C/c3ccccc3)cnc2O[C@@H]1CN(C)C(=O)c1cnccn1	0.0
O=C(C[C@@H]1CC[C@H]2[C@@H](COC[C@H](O)CN2C(=O)Nc2cc(Cl)cc(Cl)c2)O1)NCC1CCCCC1	-0.3
COc1cccc(S(=O)(=O)N[C@@H]2CC[C@@H](CC(=O)NCc3ccc(Cl)cc3)O[C@@H]2CO)c1	2.8
